aSyn rescue: inhibitors of alpha-synuclein toxicity in yeast | Potency, µM (series often up to 46.1 µM), for the others: top-dose growth rescue (activation), most hits filed as activators | 370,000 compounds, 0.14% hits | Yeast expressing alpha-synuclein, growth rescue, BacTiter-Glo, 24 h; further: potency means the concentration at half of the fitted maximal effect; % of control where 0% means no effect; nearly all actives have a fitted effect of over 65% in size
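Rescue of yeast growth: cells expressing toxic alpha-synuclein, induced in galactose at OD600 0.02, incubated with compound 24 h at 30 C. ATP luminescence quantified growth; inhibitors of toxicity appear as activators.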
PTHR1 agonist: agonists of human PTHR1 parathyroid hormone receptor. Q03431. HEK293 GP2 PTHR1 cells, GloSensor cAMP luminescence, 1 h. Potency, µM (highest dose often 115 µM), without a hit: at the top dose activation, actives largely listed as activators. 410,000 compounds, 0.075% hits. AID 743266; further: potency means the concentration at half of the fitted maximal effect; nearly all actives have a fitted effect of over 55% in size; some results filed as inactive show a strong effect at the top dose; inactives centre near -15; many of its hits are not listed in these tables
Target sequence (Q03431 whole entry, looked up): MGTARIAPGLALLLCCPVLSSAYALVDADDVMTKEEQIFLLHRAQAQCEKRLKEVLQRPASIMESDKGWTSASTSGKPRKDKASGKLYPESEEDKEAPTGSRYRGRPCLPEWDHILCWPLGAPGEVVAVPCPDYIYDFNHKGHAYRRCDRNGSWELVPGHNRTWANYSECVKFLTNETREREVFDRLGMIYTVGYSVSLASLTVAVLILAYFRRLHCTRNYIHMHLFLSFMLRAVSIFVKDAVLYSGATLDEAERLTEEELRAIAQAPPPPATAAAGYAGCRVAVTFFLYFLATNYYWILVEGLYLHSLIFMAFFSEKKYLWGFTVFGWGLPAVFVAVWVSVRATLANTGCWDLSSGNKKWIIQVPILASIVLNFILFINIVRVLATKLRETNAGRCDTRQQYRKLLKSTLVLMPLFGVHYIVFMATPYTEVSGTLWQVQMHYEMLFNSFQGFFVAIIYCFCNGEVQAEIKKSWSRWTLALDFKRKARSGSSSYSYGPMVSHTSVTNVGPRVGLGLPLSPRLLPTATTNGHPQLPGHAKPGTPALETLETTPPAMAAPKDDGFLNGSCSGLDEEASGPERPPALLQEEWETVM
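HEK-293-derived GP2 cells expressing PTHR1 and a GloSensor cAMP reporter, 3,000/well, plated overnight, given luciferin plus IBMX (each 0.5 mM as added) for 1 h at 37 °C, then compound for 1 h at 37 °C. Luminescence was read after 15 min at room temperature.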
FUS yeast rescue: FUS proteinopathy suppression in yeast; S. cerevisiae FUS-expressing, growth rescue, OD600, 24 h; Potency, µM (series often up to 76.6 µM), for the others: top-dose growth rescue (activation), hits mostly activators; 390,000 compounds, 0.24% hits; AID 1347120;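 further: potency means the concentration at half of the fitted maximal effect; plate controls were DMSO vehicle for no effect and reference control for full effect; nearly all actives have a fitted effect of over 55% in size; some results filed as inactive show a strong effect at the top dose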
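Quantitative HTS measuring growth restoration of FUS-toxic yeast. Galactose-induced cells (OD 0.005) were exposed 24hr at 30C to compounds at several concentrations, then absorbance at 600 nm was recorded.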
GLP-1R inv ag: GLP-1 receptor (human) inverse agonism; P43220; 410,000 compounds, 1.6% hits; Potency, µM (doses to about 38.3 µM), for the others: at the highest dose activity change, negative = inhibition, most hits filed as inhibitors; HEK293 GLP-1R CRE-luciferase, luminescence, 24 h; GLP-1R form is constitutively active; further: potency means the concentration at half of the fitted maximal effect; on the % scale 0 is the no-effect control and ±100 the full control effect; nearly all actives have a fitted effect of over 55% in size
Target sequence (P43220 whole entry, looked up): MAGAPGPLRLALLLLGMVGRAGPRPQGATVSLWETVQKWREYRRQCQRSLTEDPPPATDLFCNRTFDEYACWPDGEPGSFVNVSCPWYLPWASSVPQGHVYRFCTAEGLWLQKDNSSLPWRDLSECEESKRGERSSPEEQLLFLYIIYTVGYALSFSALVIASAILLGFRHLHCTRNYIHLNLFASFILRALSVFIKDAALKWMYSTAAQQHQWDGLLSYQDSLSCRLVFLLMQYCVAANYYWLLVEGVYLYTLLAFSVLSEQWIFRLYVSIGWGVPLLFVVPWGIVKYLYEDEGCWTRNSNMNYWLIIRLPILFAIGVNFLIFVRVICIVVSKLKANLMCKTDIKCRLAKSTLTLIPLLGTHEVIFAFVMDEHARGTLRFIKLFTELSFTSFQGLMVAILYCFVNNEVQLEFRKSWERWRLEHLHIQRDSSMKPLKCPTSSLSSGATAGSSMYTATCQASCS
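Seeding at 200 cells/uL, 12 h culture, 24 hr compound treatment, then luciferase reagent and a luminescence read; cells are HEK293 stably expressing a constitutively active GLP-1R plus cAMP-responsive luciferase.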
GLP1R cytotox: cytotoxicity in counter-screen for GLP-1R inverse agonists; HEK293 cAMP-luciferase reporter cells, luminescence, 24 h; Potency, µM (doses to about 38.3 µM), for inactives: at the top dose activity change, negative = inhibition, hits mostly inhibitors; 410,000 compounds, 0.13% hits; AID 624418;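 further: loss of luciferase light is scored as toxicity; potency means the concentration at half of the fitted maximal effect; on the % scale 0 is the no-effect control and ±100 the full control effect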
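1536-well qHTS counterscreen of the MLSMR; 200 cells/uL, 12 h pre-incubation, 23 nL cpd, 24 h at 37 deg C 5% CO2, luciferase detection reagent, 12 min RT, luminescence. Inhibition = undesired.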
Abeta rescue: compounds reversing amyloid beta toxicity in yeast; yeast expressing A-beta42, growth rescue, OD600, 48 h; response scale: 0% DMSO, 100% iron-clioquinol control; Potency, µM (doses to about 46.1 µM), for the others: at the highest dose growth rescue, usual class: activators; 410,000 compounds, 0.063% hits; further: potency means the concentration at half of the fitted maximal effect; nearly all actives have a fitted effect of over 55% in size
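Growth rescue measured by 600 nm absorbance after 48 h yeast culture at 30 C with compound. Values normalized between DMSO and an equimolar ferric chloride plus clioquinol control.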
TDP-43 yeast inh: TDP-43 toxicity inhibition in yeast | 410,000 compounds, 1.8% hits | Potency, µM (series often up to 46.1 µM), inactives show at the highest dose growth rescue (activation), usual class: activators | TDP-43 expressing yeast growth rescue, BacTiter-Glo, 24 h; further: potency means the concentration at half of the fitted maximal effect; % of control where 0% means no effect; nearly all actives have a fitted effect of over 50% in size
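Yeast expressing TDP-43 (pregrown in raffinose, seeded at OD600=0.02 in galactose medium) exposed to compounds 24 hr at 30 deg C. Growth read by BacTiter-Glo luminescence; rescue of toxicity appears as increased signal.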
pAkt inh: blocks phosphorylation of Akt. Neuro2A IGF-stimulated pAkt S473 HTRF, 20 min; stronger effect = lower value. activity change, % for hits at 50 µM. AID 651550. 360,000 compounds, 0.32% hits; in the data active means activity change below about -80%; inconclusive means mostly about -51% to -80%; further: on the % scale 0 is the no-effect control and ±100 the full control effect
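Neuro2A cells (4,500/well, DMEM with 0.5% FBS) were treated with compound at a single 50 µM final concentration, stimulated with 6 nM IGF for 20 min at 37 °C, and lysed. Phospho-Akt Ser473 was read by HTRF as 665/615 ratio ×10^4.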
Mm-Cpn inhibitor: inhibitors of Methanococcus maripaludis chaperonin (MmCpn). Potency, µM (top dose mostly 76.9 µM), inactives show at the highest dose activity, negative = inhibition, usual class: inhibitors. purified Mm-Cpn ATPase, ADP Transcreener TR-FRET. 330,000 compounds, 0.031% hits; further: potency means the concentration at half of the fitted maximal effect; on the % scale 0 is the no-effect control and ±100 the full control effect; nearly all actives have a fitted effect of over 80% in size
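25 nM Mm-CPN + cpd, 10 min 37°C; + 10 uM ATP, 30 min 37°C; buffer 30 mM Tris pH 7.4, 100 mM KCl, 5 mM MgCl2, 1 mM DTT; Transcreener ADP HTRF detection 30 min RT.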
* hit, by the source's call; i = inactive; u = inconclusive; x = not tested or not shown; & = joins results of further samples; [ ] = another dose, or the depositor's remark. Unless noted, the call rests on the fitted dose curve; in most records, active means well fitted curve in the direction sought with a large enough effect; inconclusive means small, poorly fitted or top-dose-only effect, or another doubt; inactive means no such curve, though single readings can be large; an effect the other way counts as inactive or inconclusive.

SMILES	aSyn rescue	PTHR1 agonist	FUS yeast rescue	GLP-1R inv ag	GLP1R cytotox	Abeta rescue	TDP-43 yeast inh	pAkt inh	Mm-Cpn inhibitor
COc1ccc(Cc2nc3ccc(C(=O)NCCc4cccc(C)n4)cc3o2)cc1	-3.8%	-31.3%[inhibitor]	21.6%	9.2%	3.7%	x	-8.6%	i	0.9%
COc1ccc(N2CCN(c3ncccc3-c3nc(-c4ccccc4C)no3)CC2)cc1	x	-15.2%	3.2%	13.4%	0.2%	-6.4%	5.1%	x	x
Cc1cc(Cl)ccc1OCC(=O)NNC(=O)c1ccco1	-3.5%	u	30.9%	7.2%	-8.0%	-7.9%	-14.3%	i	1.7%
CCC(=O)N(CCCN(C)C)c1nc(-c2cc(OC)ccc2OC)cs1	-4.2%	i	22.1%	-5.4%	-14.6%	1.0%	6.9%	i	0.1%
COc1cccc(C(C(=O)NC2CCCC2)N(C(=O)c2ccco2)c2ccccc2F)c1OC (stereo not given)	-1.9%	-10.2%	14.9%	-21.3%	8.9%	3.2%	4.9%	i	1.4%
CCn1c(SCC(=O)c2cc(C)n(C)c2C)nnc1-c1ccccc1	9.1%	-8.5%	-2.9%	-26.7%	-14.0%	0.5%	0.0%	i	-1.1%
S=c1[nH]nc(Cn2cnc3ccccc32)n1-c1ccccc1Cl	-2.9%	i	-24.4%	-13.3%	0.3%	-7.9%	13.5%	i	0.6%
O=C(NC1=NCCS1)c1ccc(Cl)c(Cl)c1	-0.8%	-32.9%[inhibitor]	4.4%	-21.6%	-9.0%	-24.7%	-17.4%[1.82 µM]	i	3.4%
N#CCSc1nnc(-c2ccccc2O)n1Cc1ccccc1	19.6%	-2.8%[57.5 µM]	-5.8%	-22.5%	u	11.4%	8.7%	i	2.4%
COc1ccc(C(=O)Nc2ccccc2C(=O)Nc2ccc(C(=O)O)cc2)cc1	-4.4%	-20.8%	7.9%	10.5%	-3.4%	2.0%	-4.2%	i	1.4%
O=C(NC(Cc1ccccc1)C(=O)O)c1ccc(S(=O)(=O)N2CCCC2)cc1 (stereo not given)	-9.3%	3.8%	22.1%	10.7%	2.1%	5.0%	-33.5%[inhibitor]	i	-0.4%
O=C(O)c1ccc(S(=O)(=O)N2CCC(NC(=O)C3CCCCC3)CC2)cc1	-0.7%	-8.8%	3.1%	-1.3%	-7.4%	-6.7%	-5.7%	i	1.5%
CC(C)CN1C(=O)c2ccc(NC(=O)c3ccccc3F)cc2C1=O	-23.1%	-18.6%	22.8%	7.2%	13.9%	-11.1%	-15.0%	i	u
CCOc1ccc(S(=O)(=O)n2cc(F)c(=O)[nH]c2=O)cc1	5.1%	i	0.8%	9.3%	-2.7%	-2.2%	-16.0%	i	2.2%
NS(=O)(=O)c1ccc(NC(=O)c2cc(Cl)sc2Cl)cc1	-10.5%	i	20.2%	-0.9%	5.3%	1.5%	-0.4%	i	1.1%
CSc1ncc(C(=O)Nc2cccc(S(N)(=O)=O)c2)n1-c1ccccc1	-3.5%	i	-4.4%	9.0%	0.7%	-9.9%	0.4%	i	0.1%
C[C@@H]1CN([C@H](C)CO)C(=O)c2cc(NC(=O)C3CCCCC3)ccc2O[C@@H]1CN(C)Cc1ccncc1	0.2%	i	-29.2%	6.5%	3.1%	-1.1%	-6.0%	i	-0.4%
CN(Cc1ccco1)S(=O)(=O)c1cc(F)ccc1CN1C(=O)c2cccnc2C1=O	4.5%	-11.0%	-0.3%	5.1%	2.9%	-4.7%	16.4%	x	u
O=C(CCNC(=O)c1ccccc1)NCC1CCCCC1	3.2%	i	6.2%	23.2%	-0.9%	4.8%	-5.5%	i	-1.0%
CCc1ccccc1NC(=O)Nc1c(C)n(C)n(-c2ccccc2)c1=O	-3.9%	-21.8%&-15.6%	-14.7%	6.1%&-8.5%	2.5%&12.8%	-5.0%&-2.3%	14.0%&5.5%	i	2.6%
CC(C)N1CCC(N2CCN(Cc3cc4c(cc3Cl)OCO4)CC2CCO)CC1 (stereo not given)	-1.1%	i	11.1%	u	5.4%	5.4%	-6.2%	i	2.6%
CC(=O)c1c(C)[nH]c(C(=O)Nc2cc(S(=O)(=O)N3CCCCC3)ccc2C)c1C	7.0%	-37.1%[inhibitor]	-11.5%	7.0%	-9.0%	5.5%	-8.2%	i	-1.1%
C[C@@H]1CCCCO[C@@H](CN(C)C(=O)Nc2ccc3c(c2)OCO3)[C@@H](C)CN([C@H](C)CO)C(=O)c2cc(N(C)C)ccc2O1	9.2%	-18.6%	1.5%	7.8%	2.0%	8.7%	25.5%	i	x
CCn1c2ccc(C)cc2c2n[nH]c(=S)nc21	-11.7%	-21.3%	20.1%	17.6%	0.0%	20.6%	u	i	0.5%
COc1ccc(NC(=O)Cn2c(=O)c3cc(Cl)ccc3n3nncc23)cc1	x	23.5%	13.3%	13.2%	3.5%	0.5%	-0.9%	x	x
Cc1cccc(-n2c(C)nc3cc(C(=O)NCc4ccc5c(c4)OCO5)ccc32)c1	8.0%	-2.0%	x	-32.8%	-25.8%	1.2%	-0.4%	i	-0.9%
Cc1c(CNC2CCCCCC2)c(C(=O)O)c(C)n1Cc1ccc(F)cc1	x	-11.4%	0.7%	4.6%	10.6%	1.7%	7.1%	x	x
COC(=O)c1ccccc1NC(=O)CCNC(=O)Cn1cnc2ccccc2c1=O	-2.3%	i	5.2%	4.4%	-6.7%	2.2%	0.1%	i	0.6%
CCN(C(=O)CN1CCOCC1)c1c(N)n(Cc2ccccc2)c(=O)[nH]c1=O	-5.8%	i	4.0%	7.8%	-6.5%	0.7%	-11.4%[0.397 µM]	i	1.8%
Nc1ccc(Br)cc1C(NCC(=O)O)c1ccccc1 (stereo not given)	-0.2%	-20.0%	7.3%	3.8%	1.1%	-2.8%	-19.0%	i	1.1%
O=C(NCc1cccc(C(F)(F)F)c1)c1ccc2sc([C@@H]3O[C@H](CO)[C@H](O)[C@H](O)[C@H]3O)nc2c1	1.0%	i	-12.0%	8.9%	5.4%	2.8%	0.0%	i	x
COc1ccc(C(=O)NN=C2CCCC2)c(OC)c1	0.7%	18.1%	12.7%	u	-1.8%	3.1%	2.1%	i	0.5%
CCOC(=O)C(=O)/C(=C\N(C)C)c1onc(-c2ccccc2)c1C(=O)OC	1.4%	u	0.2%	2.2%	8.3%	7.6%	-12.6%	i	-2.6%
CCNC(=O)c1cccc(NC(=O)CC2SC(N3CCCCC3)=NC2=O)c1 (stereo not given)	-4.1%	0.8%	6.3%	9.2%	-11.1%	6.1%	-18.4%	i	-2.8%
O=C(NCc1ccccc1)c1cccc(S(=O)(=O)NCc2ccccc2)c1	-6.0%	-10.1%	x	-8.1%	39.2%	7.2%	10.3%	i	1.5%
Nc1ccc(C(=O)N/N=C\C=C\c2ccc([N+](=O)[O-])cc2)cc1	1.8%	-7.7%	10.2%	-4.8%	-11.1%	0.3%	-20.6%	i	1.8%

Complete entries from above. Screens in order: aSyn rescue | PTHR1 agonist | FUS yeast rescue | GLP-1R inv ag | GLP1R cytotox | Abeta rescue | TDP-43 yeast inh | pAkt inh | Mm-Cpn inhibitor
Results for CCn1c(SCC(=O)c2cc(C)n(C)c2C)nnc1-c1ccccc1 = 9.1% | -8.5% | -2.9% | -26.7% | -14.0% | 0.5% | 0.0% | i | -1.1%
Results for CCN(C(=O)CN1CCOCC1)c1c(N)n(Cc2ccccc2)c(=O)[nH]c1=O = -5.8% | i | 4.0% | 7.8% | -6.5% | 0.7% | -11.4%[0.397 µM] | i | 1.8%

(list continues)
SMILES	aSyn rescue	PTHR1 agonist	FUS yeast rescue	GLP-1R inv ag	GLP1R cytotox	Abeta rescue	TDP-43 yeast inh	pAkt inh	Mm-Cpn inhibitor
CCN(C(=O)CCS(=O)(=O)c1cc2c(cc1C)NC(=O)CO2)c1cccc(C)c1	u	i	1.0%	-1.6%	1.9%	-3.8%	16.8%	x	x
Cc1cccc2cc(CN(Cc3ccco3)C(=O)c3ccncc3)c(=O)[nH]c12	-8.9%	-6.2%[57.5 µM]	-8.5%	-3.5%	-12.5%	1.2%	-5.8%	i	-0.4%
O=C(CCc1ccccc1)Nc1ccc(NC(=O)c2ccco2)cc1	0.0%	i	-0.6%	5.9%	9.9%	-8.3%	-21.1%	i	0.8%
CN1CCn2c1nc(N1CCCCC1)nc2=O	x	-29.2%	14.6%	-16.6%	-6.7%	-10.0%	-13.7%	x	0.8%
CCCOC(=O)C1=C(C)NC(=O)NC1c1cccc2ccccc12 (stereo not given)	-4.7%	-28.8%	7.3%	u	u	12.8%	3.3%	i	1.7%
Cc1ccc(C)c(NC(=O)COC(=O)c2cccc3c2C(=O)c2ccccc2C3=O)c1	2.3%	-19.6%	18.3%	37.8%[activator]	-8.3%	-3.8%	-0.1%	i	1.6%
CCCCCn1c(=O)[nH]c2cc(C(=O)N3CCN(CC)CC3)ccc2c1=O	-7.9%	i	10.6%	1.0%	-9.1%	4.1%	13.1%	i	-12.2%
CCCCc1nnc(NC(=O)CSc2nc(N)cc(=O)[nH]2)s1	2.1%	i	19.0%	-0.6%	-3.5%	8.6%	-5.3%	i	0.4%
CC(C)C(=O)NCc1cc(-c2ccc(Cl)cc2)no1	-7.6%	i	-21.0%	20.3%	2.0%	-3.5%	0.2%	i	2.8%
COC(=O)Nc1ccc(S(=O)(=O)N2CCC(C(=O)N3CCC(C)CC3)CC2)cc1	12.3%	-25.0%	15.6%	5.5%	-0.1%	-16.3%	5.2%	i	-3.5%

Screening results: PubChem, National Center for Advancing Translational Sciences (NCATS)

A portion of the library, so the mix of outcomes need not match the whole.
